Assay outcomes: PubChem BioAssay, Broad Institute
BL2 CD40 inh: inhibitors of CD40-induced NF-kB signaling, primary screen, BL2 cells, luciferase reporter, single point | CD40L-induced, 4 h | inhibition, % at 10 µM | actives 0.94% (n = 83,000);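 active = mean inhibition of at least 50% with a set share of replicates also reaching that level; inconclusive = no clear call, values can overlap the other calls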;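 note: 0% = neutral control wells and 100% = IKK inhibitor VII at 50 µM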
Numbers without * were called inactive; u = inconclusive; [ ] = dose if it differs, or a comment. An excerpt; the hit share may differ from the screen's.

BL2 CD40 inh	smiles
-14	COc1ccc(C2NC(C(=O)O)Cc3c2[nH]c2ccccc32)cc1OC (stereo not drawn)
3	COc1cccc(C(=O)Cn2c(N3CCCCC3)nc3c2c(=O)n(C)c(=O)n3C)c1
-72	Cc1ccc(O)c(CN(C)Cc2cc(C)ccc2O)c1
22	CCOc1ccc(N2CC(C(=O)NCCCc3ccccc3)CC2=O)cc1 (stereo not drawn)
-32	Cc1occc1C(=O)NC1CCCCCCC1
-5	COc1ccc(-c2ccnc(-c3ccncc3)n2)cc1
-16	COc1ccccc1NC(=O)N1[C@@H]2CNC[C@H]1[C@@H]2c1ccc(-c2ccc(C#N)cc2)cc1
12	O=c1[nH]nc(SC2CCCCC2)c(=O)[nH]1
-18[25 µM]	COCC(=O)N1CC(=O)N2[C@@H](CO)[C@H](c3ccc(C#CC4CC4)cc3)[C@@H]2C1
16	Fc1ccccc1C1CCN(Cc2nc(COc3ccccc3)no2)C1 (stereo not drawn)
-24	COc1ccc(/C=C2/CCCc3ccccc3C2=O)cc1
0	COc1ccc(-c2cnc(N)n2C)cc1
-1	O=C(Cn1nnc(-c2ccccc2)n1)Nc1cccc(S(=O)(=O)N2CCCC2)c1
-2[25 µM]	C[C@@H]1CN([C@@H](C)CO)C(=O)c2cc(-c3ccc(F)cc3)cnc2O[C@@H]1CN(C)S(C)(=O)=O
1	Cn1cc([N+](=O)[O-])c(C(=O)NNC(=O)c2ccc([N+](=O)[O-])cc2)n1
-52	Cn1nnnc1SCc1nc2ccccc2s1
-3[25 µM]	COc1ccc(C#Cc2ccc([C@H]3[C@H]4CN(S(=O)(=O)c5cn(C)cn5)CCCCN4[C@H]3CO)cc2)cc1
-2	Cc1ccc(C(=O)Nc2ccccc2N2CCCCC2)cc1S(=O)(=O)N1CCOCC1
0	O=C(CC(F)(F)F)N1C[C@H]2[C@@H](c3ccccc31)[C@@H](CO)N2C(=O)C1CC1
1	CC(C)NC(=O)N(C)C[C@@H]1Oc2ccc(N(S(C)(=O)=O)S(C)(=O)=O)cc2C(=O)N(C)C[C@@H]1C
12	COc1ccccc1NC(=O)CNC(=O)CC12CC3CC(CC(C3)C1)C2
8	COc1ccc(C(=O)N2CCC(C)(C(=O)O)C2)cc1OC (stereo not drawn)
-7	N#Cc1ccc[n+](CC(=O)c2ccc(Cl)cc2)c1
0	Cc1cc([N+](=O)[O-])nn1CCCC(=O)O
0	Cc1ccc(Cn2c(=O)n(Cc3ccco3)c(=O)c3ccccc32)cc1
3[25 µM]	c1cc(CN2CCCCC2)cc(OCCCNc2nc3ccccc3s2)c1
12	Cc1ccc(C2(C)NC(=O)N(CC(=O)NC3CCCCC3)C2=O)cc1 (stereo not drawn)
-5[25 µM]	COC(=O)C[C@H]1C[C@@H]2c3cc(NS(C)(=O)=O)ccc3O[C@@H]2[C@H](CO)O1
2	Cc1cc(C)nc(/N=C(\N)N2CCCCCC2)n1
16	Cc1ccc(S(=O)(=O)N2CCN(C(=O)COC(=O)/C=C/c3ccc(OC(F)F)cc3)CC2)cc1
29	COc1ccccc1NS(=O)(=O)c1cccc(NC(=O)Nc2ccccc2)c1
-21[25 µM]	CN(C)C(=O)c1cccc(-c2ccc([C@@H]3[C@@H](CO)N4CCCCN(CC5CCOCC5)C[C@@H]34)cc2)c1
3	CNNC(=O)C(=O)NNS(=O)(=O)c1ccccc1
16	CC1Cc2ccccc2N1S(=O)(=O)c1cccc(C(=O)N2CC(=O)Nc3ccccc32)c1 (stereo not drawn)
4	CCOC(=O)c1sc(NC(=O)CC)c(C#N)c1C
-2	CC(=O)NC(c1ccc(F)c(F)c1)c1nc(-c2ccccc2)cs1 (stereo not drawn)
17	CC1(C)C2CCC1(C)C1(C2)NC(=O)c2ccccc2O1 (stereo not drawn)
-5	CCN(CC(=O)Nc1c(F)cccc1F)C(=O)CCCOc1ccccc1
0[25 µM]	O=C(c1ccc2c(c1)OCO2)N1CC[C@@H]2[C@@H](CO)Nc3ccc(C#Cc4ccccc4)cc3[C@@H]21
-80	Nc1nc2sc3c(c2c(=O)s1)CCCC3
0	COc1ccc(-c2cc(C)no2)cc1S(=O)(=O)NCC(C)c1ccccc1 (stereo not drawn)
20	CCOC(=O)C1C(c2ccc(Cl)cc2)NC(=S)NC1(O)C(F)(F)F (stereo not drawn)
-8[25 µM]	O=C(C[C@@H]1C[C@@H]2c3cc(NC(=O)Nc4ccccc4F)ccc3O[C@@H]2[C@H](CO)O1)NCCc1ccccc1
-5[25 µM]	CN1CCN(C(=O)C[C@@H]2C[C@@H]3c4cc(NS(C)(=O)=O)ccc4O[C@@H]3[C@H](CO)O2)CC1
2	CCCNC(=O)NC[C@H]1[C@@H](c2ccc(C3=CCCC3)cc2)[C@@H](CO)N1C(C)=O
-6	Cc1ccc(C(=O)N2CCN(c3ccc(N4CCOCC4)nn3)CC2)cc1C
-2	CCN(C(=O)COC(=O)C1CC1C)c1c(N)n(Cc2ccccc2)c(=O)[nH]c1=O (stereo not drawn)
0	CN1C(=O)c2cc(NC(=O)C3CCC3)ccc2OC[C@H]2O[C@H](CC(=O)NCc3ccccc3F)CC[C@H]21
14	Cc1ccccc1NC(=O)c1cc(S(=O)(=O)c2ccccc2)ccc1Cl
3	O=C(O)c1ccc(S(=O)(=O)c2ccccc2)s1
13	CCOC(=O)C1CCN(C(=O)CN2C(=O)c3ccccc3Sc3ncccc32)CC1
-31	Cc1cc2ncn(C(=O)N3CCCCC3)c2cc1C
6[25 µM]	CC=Cc1ccc2n(c1=O)C[C@@H]1[C@@H](CO)[C@H](C(=O)NCc3ccccc3F)N[C@H]21 (mixture of isomers)
2	COc1ccccc1OCC(=O)N1CCCCCCC1
-5	COc1ccccc1C(=O)N=C1NC(=O)CC2C(=O)NCCN12 (stereo not drawn)
5	CC1CCN(C(=O)CN(c2ccc3c(c2)OCO3)S(C)(=O)=O)CC1
-11	O=C(NCC1CCCO1)c1ccccc1-c1nc(-c2ccccc2F)no1 (stereo not drawn)
6	Cc1cc(C)n2c(SC(C)C(=O)NC3(C#N)CCCCC3)nnc2n1 (stereo not drawn)
-13	CCCn1cnc2c(SCc3ccccn3)nc(N)nc21
-4	COc1cc(C2c3cc4c(cc3C3OC(=O)C2C3CO)OCO4)cc(OC)c1OC (stereo not drawn)

Remaining list, next part:
BL2 CD40 inh	smiles
8	Cc1cccn2c(=O)c(C=O)c(N3CC(C)OC(C)C3)nc12 (stereo not drawn)
-16	O=C1COc2ccc(C(=O)COC(=O)Cn3cnc4ccccc43)cc2N1
-8	O=C(C1CCCCC1)N1CC[C@@H]2[C@@H](CO)Nc3ccc(C#Cc4ccc(F)cc4)cc3[C@@H]21
17	CC(N=C1NS(=O)(=O)c2ccccc21)C(=O)Nc1ccc(F)cc1Cl (stereo not drawn)
4	Cc1ccc(OCC(=O)N2CCOCC2)c([N+](=O)[O-])n1
-31	Cc1ccnc(NC(=O)CCCNC(=O)c2ccc(Cl)cc2)c1
3	CCN(C(=O)CSc1nncn1-c1ccccc1)C1CCS(=O)(=O)C1 (stereo not drawn)
-12	N#Cc1c(Cl)nsc1NC(=O)c1ccccc1
-102	O=C(Nc1ccccc1)Nc1nc2ccccc2s1
13	COc1ccc(NC(=O)C2Cc3c(-c4ccc(Cl)cc4)ccnc3O2)cc1 (stereo not drawn)
-7[25 µM]	C[C@H]1CN([C@@H](C)CO)C(=O)c2ccccc2-c2ccccc2CO[C@@H]1CN(C)Cc1cccc(C(=O)O)c1
-8	C[C@@H]1CCCCO[C@@H](CN(C)CC2CCCCC2)[C@H](C)CN([C@H](C)CO)C(=O)c2cc(NC(=O)Nc3ccc(C(F)(F)F)cc3)ccc2O1
-49	O=C(Nc1ccc2nsnc2c1)N1CCCCC1
9	O=C(NCCCN1CCCC1=O)c1ccccc1OCc1ccc(Cl)cc1Cl
u	O=C(C[C@H]1CC[C@@H]2[C@H](COC[C@H](O)CN2Cc2cc(F)ccc2F)O1)NCc1ccc(Oc2ccccc2)cc1
-1[25 µM]	O=C(c1ccccc1F)N1C[C@H]2[C@@H](c3ccccc31)[C@@H](CO)N2C(=O)Nc1ccccc1
11[25 µM]	CCN1[C@H](C(=O)NC2Cc3ccccc3C2)[C@@H](CO)[C@@H]2Cn3c(ccc(C4=CCCC4)c3=O)[C@@H]21
8[25 µM]	C[C@@H](NC(=O)[C@@H]1[C@@H](CO)[C@@H]2Cn3c(ccc(-c4ccncc4)c3=O)[C@@H]2N1C)c1ccccc1
-41	Cc1cc(C(=O)N2CCc3ccccc3C2)c(C)o1
3	COC(=O)c1ccc(NC(=S)N2CCN(Cc3ccccc3Cl)CC2)cc1
-2[25 µM]	COc1cc(CN2CC3(CCN(C(=O)c4cccnc4)CC3)c3c([nH]c4cc(OC)ccc34)[C@@H]2CO)cc(OC)c1
-20[25 µM]	COc1ccc(NC(=O)N(C)C[C@H]2OCCCC[C@@H](C)Oc3ccc(NC(=O)c4ccncc4)cc3C(=O)N([C@@H](C)CO)C[C@H]2C)cc1
2	Cc1[nH]c2ccc(-c3n[nH]c(=S)n3-c3ccc(Br)cc3)cc2c1C
-17	CCOC(=O)Cn1ccc(NC(=O)c2ccc3c(c2)OCO3)n1

Six records picked at random from those above, as already listed:
BL2 CD40 inh	smiles
u	O=C(C[C@H]1CC[C@@H]2[C@H](COC[C@H](O)CN2Cc2cc(F)ccc2F)O1)NCc1ccc(Oc2ccccc2)cc1
-1[25 µM]	O=C(c1ccccc1F)N1C[C@H]2[C@@H](c3ccccc31)[C@@H](CO)N2C(=O)Nc1ccccc1
3	COC(=O)c1ccc(NC(=S)N2CCN(Cc3ccccc3Cl)CC2)cc1
-20[25 µM]	COc1ccc(NC(=O)N(C)C[C@H]2OCCCC[C@@H](C)Oc3ccc(NC(=O)c4ccncc4)cc3C(=O)N([C@@H](C)CO)C[C@H]2C)cc1
-49	O=C(Nc1ccc2nsnc2c1)N1CCCCC1
8[25 µM]	C[C@@H](NC(=O)[C@@H]1[C@@H](CO)[C@@H]2Cn3c(ccc(-c4ccncc4)c3=O)[C@@H]2N1C)c1ccccc1

Going on with the list.
BL2 CD40 inh	smiles
7	O=C(NCC(=O)N1CCN(Cc2ccccc2)CC1)c1cc(Cl)cc([N+](=O)[O-])c1
18	O=C(O)c1cccc(Cl)n1
2	COc1cc(OC)cc(-c2nc3nc(C)c(CCC(=O)NCc4ccco4)c(C)n3n2)c1
-43	Cc1ccsc1/C=N/Nc1ncnc2nc[nH]c12
-14	c1coc(-c2nc3c4c5c(sc4ncn3n2)CCCC5)c1
13	CC(C)CCN1C(=O)CCC1(C)C(=O)NC1CCCCCCC1 (stereo not drawn)
8	CCOC(=O)c1sc(C)c2c(=O)n(CCc3ccccc3)nnc12
-14[25 µM]	N#C[C@H]1[C@H](c2ccccc2-c2ccccc2F)[C@@H](CO)N1C(=O)C1CCOCC1
-4[25 µM]	CCNC(=O)C[C@@H]1CC[C@H]2[C@@H](COC[C@@H](O)CN2C(=O)c2ccccn2)O1
-58	CN(C)c1ccc(C=NNC(=S)Nc2ccc(F)cc2)cc1
1	Cc1ccc(C=NNc2ccc([N+](=O)[O-])cn2)cc1
2	O=C(C1CCCCC1)N1CC[C@H]2[C@H](CO)Nc3ccc(Br)cc3[C@H]21

Not a retest: 4 of the compounds above.
BL2 CD40 inh	smiles
8	CCOC(=O)c1sc(C)c2c(=O)n(CCc3ccccc3)nnc12
-14[25 µM]	N#C[C@H]1[C@H](c2ccccc2-c2ccccc2F)[C@@H](CO)N1C(=O)C1CCOCC1
-4[25 µM]	CCNC(=O)C[C@@H]1CC[C@H]2[C@@H](COC[C@@H](O)CN2C(=O)c2ccccn2)O1
-58	CN(C)c1ccc(C=NNC(=S)Nc2ccc(F)cc2)cc1

(further entries)
BL2 CD40 inh	smiles
6	O=C1CSc2ccc(S(=O)(=O)N3CCN(c4ccccc4)CC3)cc2N1
9	COc1cccc(NC(=O)CN(C)C(=O)c2cc(-c3ccc(F)cc3)nc3ccccc23)c1
4[25 µM]	CCc1csc(N2[C@@H](C#N)[C@@H](c3ccccc3-c3ccc(F)cc3)[C@@H]2CO)n1
5	Cc1nc2cc(C)c(C)cc2o1
7	CCCS(=O)(=O)N1CCCC(C(=O)N2CCN(c3ccccc3)CC2)C1 (stereo not drawn)
10	CO[C@H]1CN(C)C(=O)c2ccc(NC(=O)C3CCC3)cc2OC[C@@H](C)N(Cc2ccc(F)cc2)C[C@@H]1C
-8[25 µM]	c1ccc(C(O[C@@H]2CCCN(CCc3ccc4c(c3)OCO4)C2)c2ccccc2)cc1
9	Cc1cc(NS(=O)(=O)Cc2ccccc2)cc(C)c1OCC(=O)N1CCOCC1
6	Cc1ccc(NS(=O)(=O)c2ccc(C(=O)NCC3CCCO3)cc2)cc1 (stereo not drawn)
4	O=C(C[C@H]1CC[C@H](NC(=O)NC2CCCCC2)[C@H](CO)O1)NCc1ccc(F)cc1
2	CC(C)(C)C(=O)NCc1ccc(C(=O)CSc2nnc3n2CCCCC3)s1
11	Cc1ccccc1C(=O)Nc1ccnn1C1CCN(Cc2ccncc2)CC1
5	O=C(Nc1nccs1)c1cc(-c2ccccc2)nn1-c1ccccc1
24	CCC(=O)Nc1ccc(N2CCOCC2)c(S(=O)(=O)Nc2ccc(Cl)cc2)c1
-1	COc1ccc(-c2cc(=O)oc3c(C)c(O)c(CN(C)C)cc23)cc1
